Bioassay records: PubChem BioAssay, Sanford-Burnham Center for Chemical Genomics
SENP6 inh: SENP6 protease inhibition | Q9GZR1 | 330,000 compounds, 1.8% hits | inhibition, % at 10 µM | Recombinant SENP6 catalytic domain, aminoluciferin luminescence;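 active = inhibition above about 50% at the single tested dose, limit read from the data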;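 note: plate controls were DMSO wells with enzyme for no effect and DMSO wells lacking enzyme for full effect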
SENP7 inh: SENP7 protease inhibition | Q9BQF6 | recombinant SENP7, Z-RLRGG-aminoluciferin luminescence, 40 min | inhibition, % at 5 µM | 330,000 compounds, 1.5% hits;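 active = inhibition above about 50% at the single test dose, limit read from the data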;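 note: plate controls were DMSO with enzyme for no effect and no enzyme buffer wells for full effect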
SENP1 FRET inh: blocks the human SENP1 SUMO protease catalytic domain. Q9P0U3. recombinant SENP1 catalytic domain, CyPet-SUMO1-YPet FRET cleavage. inhibition, % at 10 µM. 360,000 compounds, 0.21% hits. AID 624204;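 active = inhibition at least 30% at 10 µM, raw YFP signal under a set limit, fluorescence ratio 0.5 to 1.5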;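 note: 0% = enzyme with DMSO and 100% = no enzyme wells; some results filed as inactive read as strong as hits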
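material = recombinant human SENP1 catalytic domain, His6-tagged | quantity = 20 pM enzyme | reagent = 25 nM SUMO1 FRET substrate | compound dosing = 10 µM single point, 0.5% DMSO | timing = 50 min enzyme reaction, room temperature, light-protected | detection = FRET, CFP and YFP emission | control set = no-enzyme low, enzyme-DMSO high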
HKDC1 inh: blocks human hexokinase HKDC1 activity; recombinant HKDC1, G6PDH/diaphorase resazurin coupled fluorescence; inhibition, % at 20 µM; 340,000 compounds, 0.16% hits;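 active = inhibition above about 35% when tested at 20 µM, limit read from the data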;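 note: plate controls were DMSO wells with enzyme for no effect and DMSO wells lacking enzyme for full effect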
Target sequence (Q2TB90 whole entry, looked up): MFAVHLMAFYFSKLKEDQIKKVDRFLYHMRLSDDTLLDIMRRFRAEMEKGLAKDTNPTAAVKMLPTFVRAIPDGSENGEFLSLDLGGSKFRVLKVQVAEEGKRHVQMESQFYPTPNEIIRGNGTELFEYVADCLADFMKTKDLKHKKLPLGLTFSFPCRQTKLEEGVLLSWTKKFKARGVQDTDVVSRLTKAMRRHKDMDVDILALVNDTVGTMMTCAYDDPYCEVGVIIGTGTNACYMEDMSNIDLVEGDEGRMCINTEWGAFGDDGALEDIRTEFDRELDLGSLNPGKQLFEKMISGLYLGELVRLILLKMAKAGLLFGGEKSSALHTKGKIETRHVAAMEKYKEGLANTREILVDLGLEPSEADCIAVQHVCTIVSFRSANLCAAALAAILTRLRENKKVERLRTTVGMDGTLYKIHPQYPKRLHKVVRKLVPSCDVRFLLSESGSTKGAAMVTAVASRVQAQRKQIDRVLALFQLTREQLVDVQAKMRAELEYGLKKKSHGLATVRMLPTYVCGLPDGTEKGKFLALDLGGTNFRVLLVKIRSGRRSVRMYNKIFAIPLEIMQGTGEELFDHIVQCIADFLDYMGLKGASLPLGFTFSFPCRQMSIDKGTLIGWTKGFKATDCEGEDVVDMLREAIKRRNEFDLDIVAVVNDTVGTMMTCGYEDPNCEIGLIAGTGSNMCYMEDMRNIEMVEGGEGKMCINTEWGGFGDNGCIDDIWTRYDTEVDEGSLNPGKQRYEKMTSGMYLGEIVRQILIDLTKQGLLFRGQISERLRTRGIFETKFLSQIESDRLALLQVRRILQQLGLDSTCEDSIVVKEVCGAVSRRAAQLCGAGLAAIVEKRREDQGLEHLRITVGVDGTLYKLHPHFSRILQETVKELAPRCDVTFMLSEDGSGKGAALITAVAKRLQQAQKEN
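Assay system – recombinant HKDC1 (HK5) hexokinase enzyme, produced in-house · Input – HKDC1 at 5 µg/mL · Reagent – glucose plus 1 mM ATP as hexokinase substrates · Timing – 90 min reaction incubation at room temperature, dark · Measured by – G6PDH/diaphorase-coupled fluorescence, 1 mM NADP, 100 µM resazurin, 525/613 nm · Benchmarks – DMSO-enzyme wells negative, buffer-substituted wells positive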
Apaf-1 inh: human Apaf-1 inhibition | inhibition, % at 20 µM | O14727 | AID 489030 | reconstituted apoptosome caspase-3 activity, DEVD-Rh110 fluorescence | 330,000 compounds, 0.71% hits; active = inhibition of at least 40% at 20 µM;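 note: plate controls were DMSO wells for no effect and DEVD-CHO caspase inhibitor wells for full effect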
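System: reconstituted apoptosome with Apaf-1, cytochrome c, caspase-9, procaspase-3, dATP; Signal: Rh110 fluorescence intensity; Schedule: 30 min compound preincubation, 50 min activation, room temperature; Reagent: cytochrome c trigger plus (Z-DEVD)2-Rh110 caspase-3 substrate.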
SENP8 block-1: blocks human SENP8 cleavage of Nedd8 substrate; Q96LD8; recombinant SENP8, Nedd8 substrate fluorescence; inhibition, % at 20 µM; 360,000 compounds, 0.64% hits; AID 602440; in the data active = inhibition mostly above about 40%, no sharp cut-off; inactive = mostly below about 27%
PfGluPho inh: PfG6PD (Plasmodium falciparum) enzyme inhibition. PfGluPho enzyme, NADPH resazurin-diaphorase fluorescence. inhibition, % at 20 µM. 350,000 compounds, 0.78% hits. AID 504690;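 active = inhibition reaching at least a set limit at 20 µM in the primary screen, cut at about 59% in these data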;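 note: 0% = DMSO wells with substrate and 100% = DMSO wells lacking glucose-6-phosphate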
SENP8 block-2: blocks the human protease SENP8 | Q96LD8 | purified SENP8, Z-RLRGG-aminoluciferin cleavage, luminescence | inhibition, % at 10 µM | 330,000 compounds, 1.2% hits | AID 2540; in the data active = inhibition above about 50%
* hit, by the source's call; x = no result given.

SMILES,SENP6 inh,SENP7 inh,SENP1 FRET inh,HKDC1 inh,Apaf-1 inh,SENP8 block-1,PfGluPho inh,SENP8 block-2
C/C(=N\N1C(=O)c2ccccc2NC1c1ccco1)c1ccccc1O (stereo unspecified),17,10,-7,-10,-3,-2,-15,15
Cc1ccc(S(=O)(=O)NC2(C(F)(F)F)C(=O)Nc3c2c(=O)[nH]c(=O)n3-c2ccccc2)cc1 (stereo unspecified),-12,5,2,-11,-2,20,8,1
COc1ccc(/C=N/NC(=O)c2cccc(NC(=O)c3ccccc3Cl)c2)cc1OC,-18,7,0,-7,11,-233,-5,-3
CCCN(CC(=O)Nc1ccccc1C)C(=O)c1cc(=O)[nH]c2ccccc12,1,-10,0,-2,-3,-153,-6,-4
O=C(C1CC(c2cccc(Br)c2)=NO1)N1CCc2ccccc2C1 (stereo unspecified),6,0,-1,-3,25,38,-2,7
CCOC(=O)c1c(C)n(C)c2ccc(OCC(O)CNC(CC)CO)cc12 (stereo unspecified),1,3,4,4,1,8,1,11
CCOC(=O)N/C(N)=N/c1nc2ccccc2s1,35,18,1,0,7,9,9,6
CC(C)(C)OC(=O)NCCCCc1cn(CC(=O)N2CCN(C(=O)OC(C)(C)C)CC2)nn1,-9,8,0,0,-7,16,-4,-12
CCN(CCn1cccn1)Cc1nc(-c2ccc(C(=O)OC)cc2)no1,-9,-5,0,-11,2,-1,-8,-10
O=C(O)C1CCCN1S(=O)(=O)c1cccc(S(=O)(=O)N2CCCC2C(=O)O)c1 (stereo unspecified),-6,-9,0,-5,-5,32,-4,3
O=C(O)C(c1ccccc1)C(O)c1ccc2c(c1)OCO2 (stereo unspecified),x,x,-2,-5,x,-6,14,x
Cc1ccnc(NC(=O)C2COc3ccccc3O2)c1 (stereo unspecified),14,17,2,10,-4,12,-8,-8
c1ccc2c(c1)CCc1c(-c3ccncc3)n[nH]c1-2,38,9,2,-2,16,-20,-21,10
CCCCn1nc(C(=O)NNC(=O)c2ccncc2)c2ccccc2c1=O,22,5,2,-4,11,7,-5,2
CCN(CC(=O)Nc1ccc(NC(C)=O)cc1)C(=O)c1ccccc1Sc1ccccc1C#N,-4,2,-1,-1,56*,11,1,2
CC(C)c1ccc(/C=C/C(=O)Nc2nn[nH]n2)cc1,-12,-18,x,x,19,x,x,-16
Cc1cccc(NC2SC(=O)N(c3ccccc3)C2=O)c1 (stereo unspecified),-1,-6,0,-7,-5,10,3,-8
CC1Cc2cc(S(=O)(=O)N3CCN(c4cccc(Cl)c4)CC3)ccc2N1C(=O)C1CC1 (stereo unspecified),-16,-14,-1,-2,15,6,-1,-3
COc1ccc(NC2CC(=O)N(c3ccccc3)C2=O)cc1 (stereo unspecified),-6,-3,11,6,-11,36,-1,-11
O=C(CNC(=O)c1ccccc1)N/N=C/c1cccs1,8,1,0,-5,5,19,1,-6

SMILES,SENP6 inh,SENP7 inh,SENP1 FRET inh,HKDC1 inh,Apaf-1 inh,SENP8 block-1,PfGluPho inh,SENP8 block-2
Cc1ccc2oc(=O)cc(CN3CC(C)OC(C)C3)c2c1 (stereo unspecified),-23,30,3,1,-66,16,-6,-6
O=C(Cc1ccccc1F)Nc1ccc(S(=O)(=O)Nc2ncccn2)cc1,2,1,-32,-3,4,-8,-17,-6
O=C(O)CCC(=O)Nc1nc2nccc(-c3ccccc3)n2n1,-20,14,-1,-2,-6,-430,5,-3
NC(=O)C1CCN(c2nc(-c3cc4ccccc4o3)cs2)CC1,-9,-1,-71,2,3,-38,25,-8
CC[n+]1c(C)sc2c3ccsc3ccc21,-2,-4,-10,-11,-3,-4,70*,-13
CC1CCN(CCC(=O)Nc2ccc3c(c2)CCC3)CC1,-23,-11,0,-5,-9,12,-10,-6
COc1ccc(C(=O)N(C)C2CCN(C)CC2)cc1S(=O)(=O)Nc1cc(Cl)ccc1Cl,4,6,x,-4,-2,x,-25,0
CCC1CCCCN1CCCNC(=O)CC1Oc2ccc(C)cc2NC1=O (stereo unspecified),-3,9,-8,-1,-93,-6,16,-11
COc1ccccc1C1CC(c2ccco2)=NN1c1ccccc1 (stereo unspecified),-37,-3,-43,-4,-6,-296,4,-15
O=C1COc2cc(ccc2[N+](=O)[O-])Oc2ccc(cc2Cl)C(=O)CCCCO1,-4,-3,1,-1,11,17,11,-7
CN(CCc1cn[nH]c1)C(=O)C1CCC(=O)N(CC2CCCCC2)C1 (stereo unspecified),-3,-1,0,-4,1,4,-3,2
CC1CN(c2ccc(Cl)cc2)c2nc3c(c(=O)[nH]c(=O)n3C)n2C1 (stereo unspecified),-14,-7,0,-3,8,17,-13,-6
c1cc2c(cnc3cscc32)s1,-9,-9,1,-10,3,-22,7,-7
CCOc1cc(C=O)cc(Cl)c1OCC(N)=O,-8,3,-5,-6,8,23,18,-2
Cc1cc(C)cc(N(C(=O)Cn2nnc(-c3ccccc3)n2)C(C(=O)NC2CCCCC2)c2ccccn2)c1 (stereo unspecified),-24,-7,-3,2,20,14,-2,-20
COc1ccc(S(=O)(=O)N2CCOCC2)cc1NC(=O)COC(=O)C1CC2CCCC(C1)C2=O (stereo unspecified),-17,16,-4,-7,-6,6,-4,-5
CCCCOc1ccc(C(=O)NCC(=O)NCC(c2ccc(OC)cc2)N2CCOCC2)cc1 (stereo unspecified),8,-1,0,-6,23,-3,-8,-2
Cc1cc(C(C)(C)C)oc1C(=O)NCCCNC(=O)c1oc(C(C)(C)C)cc1C,-20,0,0,-6,35,12,2,-8
O=C(O)/C=C\c1cn(-c2ccccc2)nc1-c1cc2ccccc2o1,-5,9,1,-7,13,-396,-5,-7
Cc1nn2c(COc3ccc(NC(=O)c4ccccc4)cc3)nnc2c2ccccc12,8,4,2,-4,-13,14,-2,5

Record cards, from the list above:
Results for CN(CCc1cn[nH]c1)C(=O)C1CCC(=O)N(CC2CCCCC2)C1 (stereo unspecified) = SENP6 inh = -3; SENP7 inh = -1; SENP1 FRET inh = 0; HKDC1 inh = -4; Apaf-1 inh = 1; SENP8 block-1 = 4; PfGluPho inh = -3; SENP8 block-2 = 2
Results for CC1CCN(CCC(=O)Nc2ccc3c(c2)CCC3)CC1 = SENP6 inh = -23; SENP7 inh = -11; SENP1 FRET inh = 0; HKDC1 inh = -5; Apaf-1 inh = -9; SENP8 block-1 = 12; PfGluPho inh = -10; SENP8 block-2 = -6

Further structures
SMILES,SENP6 inh,SENP7 inh,SENP1 FRET inh,HKDC1 inh,Apaf-1 inh,SENP8 block-1,PfGluPho inh,SENP8 block-2
CC(NC(=O)CNC(=O)c1ccco1)c1ccccc1 (stereo unspecified),-8,-6,2,-8,4,8,-10,-2
C#CCSc1nc(-c2cccs2)ccc1C#N,0,1,-13,-2,10,-402,24,-6
CCCOc1ccc(N2C(=O)CC(NCCNc3ccc([N+](=O)[O-])cn3)C2=O)cc1 (stereo unspecified),-26,-4,-2,-3,6,25,-2,0
O=C(CCC(=O)N(c1ccc(F)cc1)C(C(=O)NC1CCCC1)c1ccncc1)Nc1cccnc1 (stereo unspecified),-6,-1,1,-2,6,2,-2,-3
COc1cccc(NC(=O)COc2cccc3c2CCNC3=O)c1,5,-4,0,-4,-2,1,1,-1
O=C(c1ccco1)N1CCN(C2=NS(=O)(=O)c3ccccc32)CC1,-34,-4,0,-9,12,19,-14,-4
CN(CC(=O)Nc1ncn[nH]1)S(=O)(=O)c1ccc(Cl)cc1,-12,-5,1,-4,-6,17,-12,10
O=C(c1cc(S(=O)(=O)Nc2ccccc2F)c(Cl)cc1Cl)N1CCN(CCO)CC1,49,-1,2,-5,-18,21,-35,2
Cn1nc(-c2ccc(Cl)cc2)c2cc(C(=O)N3CCN(C(=O)c4ccco4)CC3)sc21,11,5,4,1,22,-25,10,2
CSc1ccc(Cl)c(C(=O)NCCCn2ccnc2)c1,-5,-11,1,-4,2,6,-10,-2
COC(=O)c1sccc1S(=O)(=O)Nc1ccc(Cl)cc1,-7,4,-1,-2,-10,14,16,1
CCN(CC)CCCNc1nc(CN2CCOCC2)nc2sc3c(c12)CCC3,10,8,-2,1,-7,-5,-18,12
COc1ccc(NC(C)=O)cc1S(=O)(=O)NCCc1ccccn1,22,5,3,-2,-15,10,2,5
O=S(=O)(NC1CC1)c1ccc(Br)cc1N1CCC[C@H]1CO,x,x,1,5,x,2,2,x
CC[C@@]1(c2ccccc2)C(=O)N(C(=O)OC)N1C(=O)OC,-33,10,0,3,-1,20,-7,-9
O=C(Nc1ccc([N+](=O)[O-])cn1)C1CC2CCC1C2 (stereo unspecified),0,1,1,0,-7,12,-2,-11
CCN(CC)CCOC(=O)c1ccc(NC(=O)CNC(=O)C2CCCCC2)cc1,2,5,2,4,-1,19,-6,5
COc1ccc(NC(=O)c2ccco2)cc1NC(=O)c1cccs1,14,6,2,-10,-16,20,2,7
Cc1sc(NC(=O)C2=COCCO2)nc1-c1ccc(Br)cc1,-13,-12,-7,0,14,0,-2,-9
Cc1cccc(C)c1NC(=O)CSc1n[nH]c(=O)n1C1CC1,2,11,1,-4,-4,7,-2,5

SMILES,SENP6 inh,SENP7 inh,SENP1 FRET inh,HKDC1 inh,Apaf-1 inh,SENP8 block-1,PfGluPho inh,SENP8 block-2
COc1cc(/C=N/NC(=O)c2ccccc2Cl)ccc1Oc1ccc([N+](=O)[O-])cn1,-11,-12,0,1,2,8,-7,-7
CCN(CC)c1ccc(/C=N/Nc2nc3ccccc3[nH]2)c(O)c1,0,-9,-22,-24,18,-438,7,-26
CCC(CO)Oc1cc(NCc2ccccc2C)c2ncn(C(C)C)c2c1 (stereo unspecified),-3,-1,-33,11,34,20,18,-5
Cc1cc(NC(=O)CSCC(=O)OCC(=O)Nc2ccc(OC(F)F)cc2)no1,3,5,3,-3,-11,19,3,2
Cc1cc(C)c(S(=O)(=O)C(C)C)c(=O)[nH]1,-6,-4,-1,-10,0,-5,1,4
